MITF primary – human MITF inhibition, primary screen. AID 1259374. AlphaScreen MITF homodimerization, bead proximity signal. actives 0.91% (n = 650,000). O75030. inhibition, % at 2.6 µM; in the data active means inhibition above about 50%;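 further: 0% = vehicle wells with protein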
Target sequence (O75030 whole entry, looked up): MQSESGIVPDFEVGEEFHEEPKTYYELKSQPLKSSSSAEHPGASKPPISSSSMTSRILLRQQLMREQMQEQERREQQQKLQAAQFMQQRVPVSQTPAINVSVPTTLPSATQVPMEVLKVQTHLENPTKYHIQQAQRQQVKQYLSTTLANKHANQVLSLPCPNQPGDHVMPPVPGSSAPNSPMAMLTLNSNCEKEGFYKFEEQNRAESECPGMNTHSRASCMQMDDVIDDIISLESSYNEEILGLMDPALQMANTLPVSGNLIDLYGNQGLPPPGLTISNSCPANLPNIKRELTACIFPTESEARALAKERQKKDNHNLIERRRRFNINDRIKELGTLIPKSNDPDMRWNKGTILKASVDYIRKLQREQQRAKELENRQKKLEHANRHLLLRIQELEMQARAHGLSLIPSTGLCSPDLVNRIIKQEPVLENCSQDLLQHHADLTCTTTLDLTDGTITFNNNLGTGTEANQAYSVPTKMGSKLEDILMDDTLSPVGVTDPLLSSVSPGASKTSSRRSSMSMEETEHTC
TEAD-YAP block – TEAD-YAP interaction inhibition. HEK-TIYL cells, TEAD-Gal4/YAP UAS-luciferase luminescence. inhibition, % at 9.12 µM. actives 1.4% (n = 640,000); in the data active means inhibition above about 32%;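 further: 0% = median of test compound wells and 100% = reference inhibitor wells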
FBW7 activator – activators of human E3 ligase FBW7. actives 0.13% (n = 650,000). normalized activity (activation), % at 26.1 µM. AID 1259310. Q969H0. AlphaScreen FBW7–phospho-cyclin E peptide binding, activator screen; in the data active means normalized activity above about 1.9%;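 further: purified mutant Fbw7 with reduced substrate affinity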
GPR151 ag – activators of human GPR151. PathHunter beta-arrestin GPR151 cells, luminescence. AID 1508602. actives 1% (n = 650,000). activation, % at 11.2 µM. Q8TDV0; in the data active means activation above about 4.9%;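 further: 0% = median of compound wells and 100% = cells with positive control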
Target sequence (Q8TDV0 whole entry, looked up): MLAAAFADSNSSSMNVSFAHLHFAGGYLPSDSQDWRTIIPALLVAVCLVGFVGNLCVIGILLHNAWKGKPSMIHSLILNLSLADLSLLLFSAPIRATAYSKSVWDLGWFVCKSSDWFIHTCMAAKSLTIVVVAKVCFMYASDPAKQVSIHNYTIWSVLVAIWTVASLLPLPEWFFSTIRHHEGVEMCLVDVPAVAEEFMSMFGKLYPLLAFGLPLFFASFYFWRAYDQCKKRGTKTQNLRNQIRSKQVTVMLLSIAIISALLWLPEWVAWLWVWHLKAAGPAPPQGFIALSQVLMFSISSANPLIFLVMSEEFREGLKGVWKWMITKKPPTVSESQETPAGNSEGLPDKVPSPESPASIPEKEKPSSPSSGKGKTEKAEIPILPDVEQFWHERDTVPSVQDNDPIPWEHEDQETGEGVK
The depositor's hits bear a star.

Fields – MITF primary	TEAD-YAP block	FBW7 activator	GPR151 ag
- COc1ccccc1/C=N/NC(=O)CCC(=O)Nc1cccc(Cl)c1
    16.1	1.0	0.0	0.3
- O=[N+]([O-])c1ccc(Sc2nc3ccccc3s2)c2cccnc12
    1.3	-11.4	-0.2	-0.1
- CCN(CC)CCNc1ccc(C(F)(F)F)cn1
    -8.5	2.7	0.0	-0.6
- COc1ccc(N2CCN(C(=O)c3ccc(CSc4ccccc4)cc3)CC2)cc1
    10.8	-0.7	0.1	-1.8
- O=C(NCCn1ccc2ccccc21)c1ccccc1F
    -5.9	-53.1	0.0	-0.3
- Cn1c(-c2ccccc2)cnc1SCC(=O)Nc1ccc2c(c1)OCCO2
    -2.0	5.4	-0.2	3.8
- Cc1nnc(NC(=O)[C@@H](Nc2ccc(C(F)(F)F)cc2Cl)C(C)C)s1
    0.8	8.6	-0.1	2.2
- O=CN1Cc2ccccc2-c2ccccc2C1
    -7.3	3.9	-0.1	-0.4
- COc1ccc(C(=O)N2CCN3C(=O)[C@H](Cc4ccccc4)NC(=O)[C@H]3C2)cc1
    -8.0	-5.5	-0.1	-1.3
- CCOP(=O)(OCC)C(Nc1cccc(CC)c1)c1cc(Cl)cc(Cl)c1OC (stereo unspecified)
    -0.7	12.6	-0.1	1.6
- Cn1cnnc1SCNC(=O)C(F)(F)F
    3.9	-6.4	0.1	0.6
- CSc1nnc(NC(=O)c2ccccc2C(F)(F)F)s1
    15.4	-1.1	0.0	-0.7
- CCN(CC)CCOCCOc1cccc2ccccc12
    0.7	1.5	0.1	0.7
- O=C(NCCc1ccccc1)c1cc(S(=O)(=O)N2CCOCC2)ccc1Sc1ccc(Br)cc1
    -3.9	-6.6	-0.1	0.9
- CNC(=S)Nc1ccc(Nc2ccccc2)cc1
    -3.3	-2.4	0.1	-1.0
- CC1(C)CC(=O)C2=C(C1)N(c1ccc(Cl)c(Cl)c1)C1=C(C(=O)CC(C)(C)C1)C2c1cccc(F)c1
    21.4	5.9	0.0	-0.6
- Cc1ccnc(N2CCN(c3ncnc4c3cnn4-c3ccccc3)CC2)c1
    10.2	-0.9	0.0	-0.2
- Cc1cccc(OCC(=O)NNC(=O)CCn2c3c(c4ccccc42)CCCC3)c1
    1.0	1.1	-0.2	-1.5
- COc1cccc(NS(=O)(=O)c2cc(C(=O)N3CCCCC3)ccc2NCc2ccccc2OC)c1
    27.6	-1.2	0.0	0.8
- CN(C)c1cccc(Nc2nccn3c(-c4cnn(C)c4)cnc23)c1
    9.7	5.2	0.0	1.0
- CC(C)(C)CN1CCNC(=O)C1CC(=O)NC(c1ccccc1)c1ccccc1 (stereo unspecified)
    2.5	-1.9	-0.2	0.0
- CCC(C)NC(=O)c1cnn2c1NC(c1cc(OC)c(OC)c(OC)c1)CC2C(F)(F)F (stereo unspecified)
    -5.5	-7.8	0.0	-0.5
- CC(C)Nc1cc(Cl)c2nonc2c1[N+](=O)[O-]
    8.1	-5.2	0.0	-1.0
- O=c1oc2ccccc2c(O)c1/C=N/N1CCOCC1
    2.1	-5.3	0.1	1.2
- COc1ccc(C2=CC(=O)NC2=O)cc1
    5.3	0.0	-0.3	0.8
- COc1ccc(C2CC(c3cccs3)=NN2C(=O)CSc2nnc(CNC(=O)c3ccco3)n2-c2ccc([N+](=O)[O-])cc2)cc1 (stereo unspecified)
    13.3	7.4	-0.1	-2.4
- CC(=O)COC(=O)c1ccc2c(c1)C(=O)N(c1ccc([N+](=O)[O-])cc1)C2=O
    2.2	-7.4	0.1	1.3
- O=C(Nc1ccc(Br)cc1)c1c(O)c2cccc3c2n(c1=O)CC3
    6.8	12.1	0.0	-0.2
- CCOc1ccc(/C=C2/C(=O)N(c3ccccc3)N=C2C)c(OCC)c1
    0.2	-10.6	-0.6	-0.2
- CCC(CC)CN1CCC2(CC1)CC2C(=O)N(C)Cc1cscn1 (stereo unspecified)
    0.3	-10.0	0.0	-0.8
- COc1cccc(-c2cc3nc4c(c(N5CCN(C(C)=O)CC5)n3n2)CCC4)c1
    1.0	3.8	-0.1	-0.8
- COC(=O)c1c(NS(=O)(=O)c2ccc(SC)cc2)sc2c1CCCC2
    1.8	15.0	-0.2	2.2
- c1ccc(-c2cc(Nc3ccc4c(c3)OCCO4)ncn2)cc1
    16.3	-13.7	0.7	-3.6
- Cc1nn(C(C)C(=O)N(C)Cc2ccccc2)c(=O)c2c1sc1ccccc12 (stereo unspecified)
    -9.0	0.0	-0.3	0.6
- COc1ccc(CCNC(=O)c2cn(-c3ccc(F)cc3F)c(=O)c3ccccc23)cc1OC
    4.9	0.4	-0.1	-0.3
- Cc1ccc(NS(=O)(=O)c2ccc(Cl)cc2)nc1
    -5.7	0.8	0.4	1.3
- CC(=O)c1ccc(NC(=O)CSc2ncnc3ccccc23)cc1
    6.2	0.0	-0.1	0.1
- CC1CCCCN1Cc1nc2c(c(=O)n(C)c(=O)n2C)n1CCN1CCOCC1 (stereo unspecified)
    17.0	3.3	0.4	-0.9
- COc1cc2c(-c3ccccc3Cl)nc3c(c(C)nn3-c3ccccc3)c2cc1OC
    13.7	40.1*	0.4	0.5
- CCOC(=O)c1[nH]c2ccc(OCC)cc2c1CCCN1C(=O)c2ccccc2C1=O
    1.4	-9.3	0.0	1.6
- Clc1ccc(C2=NN3C(C2)c2ccccc2OC3c2ccco2)cc1 (stereo unspecified)
    1.7	-56.2	0.0	0.9
- CC1(C)C=C(C(N)=O)C(C)(C)N1OC(=O)c1ccco1
    6.7	0.3	0.0	2.5
- COc1ccc(C2/C(=C(/O)c3ccc(Br)cc3)C(=O)C(=O)N2CCCn2ccnc2)c(OC)c1 (stereo unspecified)
    0.1	3.4	0.6	-0.9
- O=C(CNC(=O)c1ccco1)N/N=C/c1cccc([N+](=O)[O-])c1O
    33.4	12.1	-0.2	-0.7
- CC(=O)c1ccc(OCCCC(=O)n2nnc3ccccc32)cc1
    -4.1	0.3	0.0	0.3
- COc1cc(C2C(C#N)=C(N)Oc3n[nH]c(C)c32)cc(Br)c1OCc1ccccc1Cl (stereo unspecified)
    18.8	-2.1	0.1	-0.6
- COc1ccc(OC)c(Nc2nc(-c3cc4c(ccc5ccccc54)oc3=O)cs2)c1
    -1.2	-2.9	-0.3	-0.1
- Cc1nc(-c2ccc(-c3ccccc3)cc2)cs1
    -1.9	-39.4	0.2	-1.7
- Cc1ccc(NC(=O)CCS(=O)(=O)c2cc3c(cc2C)NC(=O)CO3)c(C)c1
    -7.9	-6.4	-0.1	-0.1
- CCCCC(=O)Nc1c(NC)c2ccccc2oc1=O
    16.9	-2.5	0.9	0.2

(next part)
Fields – MITF primary	TEAD-YAP block	FBW7 activator	GPR151 ag
- COc1ccc(/C=C\c2nc(O)c([N+](=O)[O-])c(=O)[nH]2)cc1OC
    0.8	9.2	-0.2	2.3
- O=C(N/C(=C/c1ccccc1)C(=O)N1CCN(c2ccccc2)CC1)c1ccccc1
    3.5	4.0	-0.1	0.6
- CN1CCN(Nc2cnn(C34CC5CC(CC(CC(=O)O)(C5)C3)C4)c(=O)c2Cl)CC1
    13.6	-14.8	0.0	0.3
- COc1cc(-c2nnc(-c3cc(OC)c(OC)c(OC)c3)o2)cc(OC)c1OC
    -1.2	3.3	-0.2	0.4
- CCNC(=O)c1cc(CNCCC(C)c2ccccc2)cc(NC(=O)c2ccccn2)c1 (stereo unspecified)
    9.3	11.0	0.2	-1.5
- O=C(CN1C(=O)NC2(CCCCCC2)C1=O)N1CCCC1
    -10.6	3.0	0.0	2.9
- Cc1nc2ccc(C(=O)N3CCC(CCC(=O)NCc4ccc(F)cc4)CC3)cc2[nH]1
    15.3	19.6	0.0	0.9
- COc1ccc(OC)c(-c2cn(S(=O)(=O)c3ccccc3)nc2N)c1
    -10.2	-6.1	0.0	-0.4
- Cc1nonc1C1CCCN1Cc1c(C(=O)N2CCCCCCC2)nc2sccn12 (stereo unspecified)
    -19.5	-16.1	0.1	1.1
- Cc1cc(C)nc(Sc2ccccc2)n1
    6.1	-14.1	0.4	0.4
- Cc1ccc2oc(=O)c3cnn(CC(=O)N4C(C)CCCC4C)c3c2c1 (stereo unspecified)
    4.5	-1.0	0.0	0.5
- COc1ccc(-c2nc3n(n2)C(c2cccs2)C(C(=O)Nc2cccnc2)=C(C)N3)cc1 (stereo unspecified)
    -12.9	10.1	-0.1	-1.8
- Cn1cc(-c2cnc3c(n2)[nH]c(=O)n3Cc2cccnc2)cn1
    6.5	-3.9	0.0	-0.7
- CC1=C(C(N)=O)C(c2ccncc2)n2ncnc2N1 (stereo unspecified)
    7.7	6.9	0.0	1.2
- CC(C)c1ccc(NC(=O)c2ccc(F)c(S(=O)(=O)NCc3ccco3)c2)cc1
    5.7	4.7	-0.1	-0.9
- Cc1ccc(CNc2ccc(-c3nn4c(C)nnc4s3)cc2)cc1
    -2.2	12.0	-0.2	-0.5
- Cc1cc(N2CCCCC2)nc2ccc(NC(=O)c3ccccc3Cl)cc12
    -2.3	-17.4	0.0	0.0
- CNC(=O)/C(C#N)=C/c1ccc(-c2cccc([N+](=O)[O-])c2)o1
    -2.8	3.1	-0.4	0.2
- CCN(CC(=O)NCc1ccc(F)cc1)Cn1cnc2ccccc21
    6.2	6.1	-0.1	-1.8
- CCN(CC)c1ccc(NC(=O)CSc2nnc(N)s2)cc1
    -11.2	4.9	0.1	0.4
- CCCCNc1ncnc2c1c(-c1ccccc1)cn2-c1ccc(Br)cc1
    20.8	-7.1	0.7	0.1
- Cc1ccc(S(=O)(=O)NCC(C)(C)N2CCOCC2)cc1C
    -9.3	-6.6	0.0	-1.9
- COc1ccccc1NC(=O)c1cc(N)cc(C(=O)Nc2ccccc2OC)c1
    -3.5	-5.3	0.0	0.0
- COC(=O)c1c(C)oc2ccc(OCc3cccc(F)c3)cc12
    13.6	-10.0	0.1	1.3
- Cc1ccc2nc(-c3ccc(NC(=O)c4cc(Br)ccc4Cl)cc3)oc2c1
    2.0	-7.6	0.0	1.6
- CCC(=O)Nc1ccc(NC(=O)c2cccs2)cc1
    11.2	-42.3	0.0	-0.4
- Nc1cccc(-c2nccc(NC3CCN(Cc4ccccc4)CC3)n2)c1
    11.4	-2.6	0.2	-1.7
- COc1ccccc1NC(=O)c1ccc(N2CC3CC(C2)c2cccc(=O)n2C3)c(NC(=O)c2cc(OC)c(OC)c(OC)c2)c1 (stereo unspecified)
    -6.8	-15.9	0.0	-0.2
- CC1CN(C(=O)N2CCC(C(=O)NC3CCCC3)CC2)c2ccccc2O1 (stereo unspecified)
    -10.3	7.0	-0.2	0.3
- Cc1c(CNC2CCC(C)CC2)c(C(=O)O)c(C)n1Cc1ccc(F)cc1Cl (stereo unspecified)
    18.0	-5.3	-0.1	0.5
- COc1ccc(C2/C(=C(\O)c3ccccc3)C(=O)C(=O)N2CC(OC)OC)cc1OC (stereo unspecified)
    4.4	-21.0	0.0	-1.2
- C/C(CN1C(=O)CCC1=O)=N/NC(=O)C1CCN(S(=O)(=O)c2ccc(C)cc2)CC1
    -3.5	-7.0	-0.1	1.9
- Cc1cc2nc(N3CCC(NC(C)c4nc(-c5ccccn5)no4)CC3)nc(C)c2cc1C (stereo unspecified)
    13.6	2.3	0.9	-1.8
- Cc1cccc(-c2nc3ccccc3c(=O)n2NC(=O)c2cc(Br)ccc2Cl)c1
    -18.9	17.0	0.1	2.5
- O=C1c2ccc(Oc3cccc([N+](=O)[O-])c3)cc2C(=O)N1c1ccc(-c2nc3cc4ccccc4cc3[nH]2)cc1
    4.1	-37.5	0.9	0.7
- Cc1sc2nc(C3CC3)n(C3CCN(CC(N)=O)CC3)c(=O)c2c1C
    7.8	-6.0	-0.2	0.4
- CCCOc1ccc(C(=O)NNC(=O)CCC(=O)O)cc1
    17.0	4.2	0.3	-2.3
- COc1ccc(NC(=O)c2ccccc2NC(=O)Cc2ccccc2OC)cc1
    -2.1	-15.3	-0.3	3.3
- Cc1oc2c(c1C(=O)N1CCN(C)CC1)C(=O)c1ccccc1C2=O
    19.9	48.0*	0.0	-0.7
- CCOC(=O)c1c(NC(=O)COc2cccc(C(F)(F)F)c2)sc(C(C)=O)c1C
    -3.9	0.4	-0.1	0.4

2 entries picked at random from the list so far:
Fields – MITF primary	TEAD-YAP block	FBW7 activator	GPR151 ag
- CCOC(=O)c1c(NC(=O)COc2cccc(C(F)(F)F)c2)sc(C(C)=O)c1C
    -3.9	0.4	-0.1	0.4
- Cc1cccc(-c2nc3ccccc3c(=O)n2NC(=O)c2cc(Br)ccc2Cl)c1
    -18.9	17.0	0.1	2.5

The results go on:
Fields – MITF primary	TEAD-YAP block	FBW7 activator	GPR151 ag
- COc1ccccc1NC(=O)N(C1CC1)C1CCN(C)CC1
    5.5	3.0	0.1	-0.6
- COc1ccc(-c2cc(C(F)(F)F)c(C#N)c(SCC(=O)Nc3cccnc3)n2)cc1
    7.7	-2.8	0.1	0.0
- COc1cc(NC(=O)c2ccc3nc(-c4cccc(C(C)=O)c4)sc3c2)cc(OC)c1OC
    7.1	-27.1	0.1	13.2*
- Cc1cc(C)cc(NC(=O)C(CCS(C)(=O)=O)N2Cc3ccccc3C2=O)c1 (stereo unspecified)
    2.2	1.9	0.2	2.3
- Cc1cccc(C)c1OCCN1CCCCC1
    45.5	6.5	0.2	-0.5
- COc1ccc(C(=O)Nc2cc(Cl)c(O)c(Cl)c2)cc1OC
    7.8	3.1	0.1	-5.9
- COc1ccc(N2CCN(C(=O)c3c[nH]c4ccc(S(=O)(=O)N5CCOCC5)cc4c3=O)CC2)cc1
    -5.0	5.7	-0.1	0.9
- O=C(NCCN1CCN(C(=O)Cn2ccc3ccccc32)CC1)c1cccs1
    2.4	-0.5	0.3	1.8
